From PubChem
MITF primary: inhibitors of human MITF | O75030 | 0.91% of 650,000 active | AlphaScreen MITF homodimerization, bead proximity signal | inhibition, % at 2.6 µM; in the data active = inhibition above about 50%;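 note: 0% = vehicle wells with protein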
Target sequence (O75030 whole entry, looked up): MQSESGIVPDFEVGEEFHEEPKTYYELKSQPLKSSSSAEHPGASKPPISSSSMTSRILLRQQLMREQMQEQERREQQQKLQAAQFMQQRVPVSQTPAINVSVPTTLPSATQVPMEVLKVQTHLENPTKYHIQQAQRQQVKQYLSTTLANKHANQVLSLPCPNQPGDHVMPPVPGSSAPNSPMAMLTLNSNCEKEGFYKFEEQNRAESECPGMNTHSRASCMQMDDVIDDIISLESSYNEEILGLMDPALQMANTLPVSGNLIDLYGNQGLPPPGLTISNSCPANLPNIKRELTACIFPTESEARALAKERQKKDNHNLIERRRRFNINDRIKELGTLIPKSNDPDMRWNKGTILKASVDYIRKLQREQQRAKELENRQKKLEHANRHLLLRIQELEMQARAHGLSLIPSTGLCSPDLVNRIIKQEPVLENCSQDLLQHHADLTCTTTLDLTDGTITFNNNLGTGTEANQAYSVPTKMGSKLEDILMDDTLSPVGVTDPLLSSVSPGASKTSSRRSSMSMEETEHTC
TEAD-YAP block: TEAD-YAP interaction inhibition; HEK-TIYL cells, TEAD-Gal4/YAP UAS-luciferase luminescence; 1.4% of 640,000 active; inhibition, % at 9.12 µM; in the data active = inhibition above about 32%;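 note: 0% = median of test compound wells and 100% = reference inhibitor wells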
GPR151 activ: human GPR151 activation | PathHunter beta-arrestin GPR151 cells, luminescence | activation, % at 11.2 µM | 1% of 650,000 active | AID 1508602; in the data active = activation above about 4.9%;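 note: 0% = median of compound wells and 100% = cells with positive control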
Target sequence (Q8TDV0 whole entry, looked up): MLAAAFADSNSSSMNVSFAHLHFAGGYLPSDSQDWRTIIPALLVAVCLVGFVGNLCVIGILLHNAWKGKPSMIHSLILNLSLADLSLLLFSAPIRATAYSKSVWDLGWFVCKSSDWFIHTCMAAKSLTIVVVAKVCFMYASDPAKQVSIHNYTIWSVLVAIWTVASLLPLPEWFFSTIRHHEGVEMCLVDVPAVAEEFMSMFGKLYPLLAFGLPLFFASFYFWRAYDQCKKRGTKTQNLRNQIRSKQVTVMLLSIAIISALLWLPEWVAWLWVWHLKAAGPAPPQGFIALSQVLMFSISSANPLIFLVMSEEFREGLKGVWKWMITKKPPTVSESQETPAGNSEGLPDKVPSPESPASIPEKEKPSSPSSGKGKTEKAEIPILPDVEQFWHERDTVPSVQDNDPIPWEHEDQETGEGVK
FBW7 act: activators of human E3 ligase FBW7 | Q969H0 | AlphaScreen FBW7–phospho-cyclin E peptide binding, activator screen | normalized activity (activation), % at 26.1 µM | 0.13% of 650,000 active; in the data active = normalized activity above about 1.9%;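 note: purified mutant Fbw7 with reduced substrate affinity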
* marks the source's active call; other numbers are inactive results. The order is random; about 3.5% have a hit in one of these screens.

SMILES	MITF primary	TEAD-YAP block	GPR151 activ	FBW7 act
COc1cc([N+](=O)[O-])cc2c1NC(c1ccc(C(=O)O)cc1)C1CC=CC21 (stereo not drawn)	75*	7	-0.6	-0.5
CCCCNC(=O)NS(=O)(=O)c1nc(C)c(Cl)c(C)c1C#N	-1	-10	1.0	0.0
CC(C)COc1cccc(OCC(=O)O)c1	11	9	0.2	0.1
Cc1nc2sccn2c1C(=O)N1CCC2(CC1)OCCO2	22	1	-1.3	0.2
COc1ccc(CC(=O)OC(C)CN2CCN(C)CC2)cc1 (stereo not drawn)	-1	11	0.2	0.1
N#CC1(C#N)C(c2cccnc2)C(C(=O)c2ccccc2)N2c3ccccc3C=CC21 (stereo not drawn)	10	0	1.0	0.1
COc1cccc(NC(=O)c2ccc(C(=O)c3ccccc3)o2)c1	6	-70	1.0	-0.2
O=C(Nc1ncc(Cc2cccc(C(F)(F)F)c2)s1)c1sc2ccccc2c1Cl	4	3	-0.1	0.0
CC(=O)Nc1ccc(C2NC(=O)NC(C)=C2C(=O)Nc2cccc(Cl)c2)cc1 (stereo not drawn)	2	4	0.9	-0.3
O=C(Nc1ccc2nn(-c3ccc(Cl)cc3)nc2c1)c1cccc(F)c1	0	-51	0.0	-0.1
COC(=O)/C(C#N)=C/c1cccc(OC(F)F)c1	1	-7	-0.1	-0.1
Cc1cccc(-n2c(-c3ccc(Br)cc3)cn3c4c(=O)n(C)c(=O)n(C)c4nc23)c1	-7	-20	-0.7	-0.2
Cc1nn(C)c(Cl)c1CN1CCCC(N2CCOCC2)C1 (stereo not drawn)	-11	7	0.5	0.1
CN(C)/C=N/c1sc2c(c1C#N)CC(C)(C)NC2(C)C	2	1	0.7	-0.2
CC(O)C(=O)N/N=C/c1ccc2c(c1)OCO2 (stereo not drawn)	-5	-27	-0.1	0.1
CC(C(=O)O)C1Sc2ccccc2N(Cc2cccc(Cl)c2)C1=O (stereo not drawn)	-8	-6	0.3	0.1
Cc1cc(C)nc(SCc2cc(=O)c(OC(=O)c3cc([N+](=O)[O-])ccc3Cl)co2)n1	2	12	-0.4	-0.5
Nc1c(C(=O)Nc2cccc(Cl)c2)nnn1Cc1ccc(Cl)cc1	-12	9	1.1	0.9
C/C(=N\Nc1nc2c(c(=O)[nH]c(=O)n2C)n1CCc1ccccc1)c1ccc(Cl)cc1	-2	8	2.0	-0.1
CCN(CC)C(=O)C1CCCN(c2nc(Nc3ccccc3)c3[nH]cnc3n2)C1 (stereo not drawn)	0	48*	2.8	-0.2
CN1C(=O)CC(C(=O)Nc2ccc(C(=O)O)cc2)SC1=Nc1cccc(C(F)(F)F)c1 (stereo not drawn)	13	-12	1.4	0.3
C=CCNC(=O)c1cnc2sc3ccccc3n2c1=O	-1	2	-0.6	0.2
CCCCN1C(=S)SC(C)(C)C1n1oc(=O)n(-c2cccc(Cl)c2)c1=O (stereo not drawn)	9	1	1.2	0.0
COc1ccccc1N=c1oc2c(C)ncc(CO)c2cc1C(N)=O	-5	1	-0.7	0.0
NC(=O)c1oc2ccccc2c1NC(=O)C(c1ccccc1)c1ccccc1	-13	19	1.9	0.1
O=C(Cc1ccccc1)N1CCC(N2CCCC2)CC1	7	12	-0.5	-0.1
O=C1C2C3OC(C2C(=O)N1O)C1C3C2(Cl)CC1(Cl)C(Cl)=C2Cl (stereo not drawn)	-15	-4	-0.8	-0.3
Cc1nccn1CCN(C)c1nc2nonc2nc1NCc1ccccc1	7	2	12*	0.0
O=C(CN1C(=O)/C(=C/c2ccccc2)SC1=S)NNC(=O)c1ccccc1O	-11	-3	-0.1	0.1
c1ccc2c(c1)CCN(Cc1ccc3c(c1)CN(Cc1cn[nH]c1)CCO3)C2	4	-5	-0.3	0.3
Cc1noc(C)c1-c1ncc(C(=O)Nc2ccccc2)s1	0	-8	-0.8	-0.1
CCOC(=O)C1=C(N)n2c(s/c(=C\c3ccco3)c2=O)=C(C#N)C1c1ccco1 (stereo not drawn)	11	2	1.5	0.0
Cc1ccc(C(=O)Nc2cc(C)c(C)cc2O)cc1	0	0	-3.5	-0.1
Cc1ccc(-n2c(SCC(=O)Nc3ccccc3Cl)nc3c(sc(=S)n3-c3cc(C)ccc3F)c2=O)cc1	-12	-8	0.6	-0.1
CCN(CC)c1ccc(N2C(=O)CSC2=S)cc1	25	13	0.0	-0.1
Cc1ccc(S(=O)(=O)N2CC(C)CC(C)C2)c(C)c1C (stereo not drawn)	1	0	-0.2	0.8
CCCN1CCC(N(C2CC2)S(=O)(=O)c2ccc(Cl)cc2)CC1	2	10	4.3	-0.1
CC(C)(C)c1ccc(S(=O)(=O)CCSc2nc3ccccc3s2)cc1	6	8	1.2	-0.1
Cc1cccc2c3c([nH]c12)C(=O)N(C)CCC3	-4	-16	0.2	-0.2
O=C(O)COc1ccc(/C=N/O)cc1Cl	-3	5	0.7	0.4
O=c1[nH]c(CSc2ccc(Br)cc2)nc2ccccc12	-5	-2	0.2	-0.1
O=C(Nc1ccccc1Cl)C1CCCN(C(=O)NCc2ccccc2)C1 (stereo not drawn)	-8	14	1.0	0.0
CCC(Sc1nc2cc(OC)c(OC)cc2c(=O)n1CCc1ccc(Cl)cc1)C(=O)NCCOC (stereo not drawn)	3	-8	0.6	0.2
CCC(=O)Nc1c(-c2cc(=O)oc3c(C)cc(C)cc23)oc2ccccc12	5	-11	-0.6	0.0
CCCN(c1ccccc1OC)S(=O)(=O)c1cccc2nsnc12	17	-18	-0.1	1.1

The final four entries of the part before open the next one:
SMILES	MITF primary	TEAD-YAP block	GPR151 activ	FBW7 act
O=C(Nc1ccccc1Cl)C1CCCN(C(=O)NCc2ccccc2)C1 (stereo not drawn)	-8	14	1.0	0.0
CCC(Sc1nc2cc(OC)c(OC)cc2c(=O)n1CCc1ccc(Cl)cc1)C(=O)NCCOC (stereo not drawn)	3	-8	0.6	0.2
CCC(=O)Nc1c(-c2cc(=O)oc3c(C)cc(C)cc23)oc2ccccc12	5	-11	-0.6	0.0
CCCN(c1ccccc1OC)S(=O)(=O)c1cccc2nsnc12	17	-18	-0.1	1.1
Cc1cc(NC(=O)c2c(F)cccc2F)n(CCO)n1	-10	-2	1.2	0.1
O=C1CS/C(=C/S(=O)(=O)c2ccc(Cl)cc2)N1	12	5	1.9	0.0
Cc1ccccc1NC(=S)N(CCCN1CCCC1)Cc1cccs1	0	17	1.2	0.0
Cc1cccc(NC(=O)CN(c2cccc(C)c2C)S(C)(=O)=O)c1	12	7	-0.4	0.0
O=C(CSc1n[nH]c(COc2ccc(Br)cc2)n1)N1CCc2ccccc21	-1	-6	0.7	-0.1
Cc1cc(-c2nnc(CCC(=O)NCCC3=CC[C@H]4C[C@@H]3C4(C)C)o2)c(C)o1	0	-5	3.1	0.2
Cc1ccc(C(=O)Nc2nc3c(s2)CN(C)CC3)cc1	-1	-60	1.6	-0.1
C=CCOc1ccc(C2/C(=C(\O)c3ccc(OCCC)c(C)c3)C(=O)C(=O)N2c2nc(C)c(C(=O)OC)s2)cc1 (stereo not drawn)	-13	-7	0.8	0.6
CCOc1ccc(NC(=O)N2CCN(Cc3ccc(F)cc3)CC2)cc1	15	15	-2.0	0.6
O=C(/C=C/c1ccccc1[N+](=O)[O-])c1ccccc1	-2	-5	-0.1	0.0
O=c1cc(-c2ccccc2)nc(-c2ccccc2)o1	4	-33	-1.0	-0.1
CC1CCCCC1NC(=O)c1ccc2c(=O)n(C3CCCC3)c(=S)[nH]c2c1 (stereo not drawn)	5	-5	0.2	0.0
COC(=O)c1ccc(C(=O)OC)c(NC(=O)COC(=O)c2cccc(OC(F)F)c2)c1	1	-2	-0.1	0.0
CC1(C)CC(=O)C2=C(C1)Nc1ccc(C(=O)c3ccccc3)cc1NC2c1ccc(F)cc1 (stereo not drawn)	11	4	0.1	0.0
COC(=O)C1=C(C)NC(C)=C(C(=O)OC)C1c1cn(-c2ccccc2)nc1-c1ccc([N+](=O)[O-])cc1	13	11	0.4	0.1

5 records picked at random from the list so far, as already listed:
SMILES	MITF primary	TEAD-YAP block	GPR151 activ	FBW7 act
C=CCOc1ccc(C2/C(=C(\O)c3ccc(OCCC)c(C)c3)C(=O)C(=O)N2c2nc(C)c(C(=O)OC)s2)cc1 (stereo not drawn)	-13	-7	0.8	0.6
O=C1CS/C(=C/S(=O)(=O)c2ccc(Cl)cc2)N1	12	5	1.9	0.0
Cc1cccc(NC(=O)CN(c2cccc(C)c2C)S(C)(=O)=O)c1	12	7	-0.4	0.0
CC1(C)CC(=O)C2=C(C1)Nc1ccc(C(=O)c3ccccc3)cc1NC2c1ccc(F)cc1 (stereo not drawn)	11	4	0.1	0.0
Cc1cc(-c2nnc(CCC(=O)NCCC3=CC[C@H]4C[C@@H]3C4(C)C)o2)c(C)o1	0	-5	3.1	0.2

Later entries:
SMILES	MITF primary	TEAD-YAP block	GPR151 activ	FBW7 act
CCCSC1=C(C#N)C(c2cc(OC)ccc2OC)CC(=O)N1 (stereo not drawn)	12	2	1.3	0.2
COC(=O)N[C@H]1C[C@H]2C(=O)N[C@@H](Cc3ccc(Cl)cc3)C(=O)N2C1	2	-2	-0.8	-0.1
CC(=O)N1CCc2c(sc3c2c(=O)n(-c2ccc(F)cc2)c(=O)n3CC(N)=O)C1	-8	-2	2.6	-0.1
O=c1nc2c(-c3cccc(Cl)c3)n[nH]n2c2ccccc12	1	-14	1.1	-0.1
COCc1cc(C)nc(SCC(=O)Nc2ccc(C)c(C)c2)c1C#N	-4	-4	-0.5	-0.1
CCCn1c(O)c(/C=N/c2ccccn2)c(=O)[nH]c1=S	2	6	1.5	-0.1
COc1cc(C=Nc2cccc(C)c2)c(O)c([N+](=O)[O-])c1	7	10	1.9	-0.1
CCc1cc(C)cc(OCc2n[nH]c(=S)n2-c2ccccc2)c1	13	6	0.8	0.2
COc1ccc(CNC(=O)C(CC(C)C)NC(N)=O)cc1 (stereo not drawn)	-3	-1	0.7	-0.1
CCCOc1cc2oc(=O)cc(-c3ccccc3)c2cc1Cl	17	3	-0.8	0.2
Oc1c(Br)cc(C(=S)N2CCOCC2)cc1Br	10	0	-1.6	0.0
Cc1ccc2c(c1)-c1c(ssc1=S)C(C)(C)N2C(=O)CSc1ncn[nH]1	10	5	0.4	-0.2
O=C1NC(c2ccc(Br)cc2)C(C(=O)c2ccccc2)C(O)(C(F)(F)F)N1 (stereo not drawn)	18	9	-1.9	0.2
COc1ccc(CNC(=O)CN2Cc3ccccc3OC(c3ccccc3)C2)cc1 (stereo not drawn)	1	-1	0.6	-0.7
Cc1cc(C(=O)OCCCN=C2NS(=O)(=O)c3ccccc32)ccc1[N+](=O)[O-]	14	-2	-0.1	0.1
CC(C)OCCCNC(=O)c1ccc2c(=O)n(Cc3ccc4c(c3)OCO4)c(=S)[nH]c2c1	-14	-7	-0.4	0.7
Cc1ccc2nc(N3CCCCC3)nc(-c3ccccc3)c2c1	-2	-4	0.3	0.0
CNC(=O)CCC(=O)Nc1ccc(C)cc1	13	6	-0.1	0.4
CNC(=O)c1ccc([N+](=O)[O-])cc1Cl	2	-7	-0.9	0.0
CC(=O)c1cc2c(cc1NC(=O)CSc1nnnn1-c1ccccc1)OCO2	3	11	0.7	0.0
CCCC(=O)Nc1c2c(nn1-c1ccc(F)cc1)CS(=O)C2 (stereo not drawn)	10	4	-0.3	0.3
COC(=O)c1ccc(SCC(=O)NCc2ccccc2Cl)c([N+](=O)[O-])c1	14	-9	-0.8	0.0
NC1=NC(=O)/C(=C/c2cccc(OS(=O)(=O)c3ccc([N+](=O)[O-])cc3)c2)S1	7	2	-0.2	0.1
COC(=O)c1ccc(-c2cccc3c2OC(CNC(=O)c2ccc4c(c2)OCCO4)C3)nc1 (stereo not drawn)	3	2	-1.6	0.0
CCOc1ccc(N=C2NC(=O)C(CC(=O)O)S2)cc1 (stereo not drawn)	-1	-13	3.8	0.1
C/C=C/c1ccc(OCCCNC2CCCC2)c(OC)c1	51*	6	-1.1	0.2
CN1CCN(c2ccc(C(=O)c3ccccc3)cc2[N+](=O)[O-])CC1	16	-5	0.0	0.0
Cc1c(C(=O)C(=O)N(C)C2CCCCC2)c2ccccc2n1C	-9	-8	0.2	-0.1
Cc1nc(NCCNC(=O)c2ccc(S(=O)(=O)N(C)C)cc2)cc(N2CCCC2)n1	-1	9	0.3	0.1
COc1ccc(-c2cc(C(F)(F)F)n3nc(C(=O)Nc4ccc(Cl)cc4C(F)(F)F)cc3n2)cc1OC	-4	-3	-0.8	0.0
COc1cc(/C=C2\SC(=Nc3ccccc3)NC2=O)ccc1OC(=O)C12CC3CC(CC(C3)C1)C2	1	6	1.0	-0.1
COc1ccc(-c2c(F)ccc3cnc(Nc4ccc(-n5cnc(N6CCOCC6)n5)cc4)nc23)cc1F	56*	-10	-0.1	0.5
CCCCN1C(=O)c2cccc3c([N+](=O)[O-])ccc(c23)C1=O	28	11	0.9	0.2
